# Screening results (PubChem)
# TEAD-YAP inh: TEAD-YAP interaction inhibition; AID 1259422; HEK-TIYL cells, TEAD-Gal4/YAP UAS-luciferase luminescence; hit rate 1.4% among 640,000; inhibition, % at 9.12 µM; in the data active = inhibition above about 32%;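 also: 0% = median of test compound wells and 100% = reference inhibitor wells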
# MITF inh: inhibitors of human MITF; hit rate 0.91% among 650,000; inhibition, % at 2.6 µM; O75030; AID 1259374; AlphaScreen MITF homodimerization, bead proximity signal; in the data active = inhibition above about 50%;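 also: 0% = vehicle wells with protein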
# Target sequence (O75030 whole entry, looked up): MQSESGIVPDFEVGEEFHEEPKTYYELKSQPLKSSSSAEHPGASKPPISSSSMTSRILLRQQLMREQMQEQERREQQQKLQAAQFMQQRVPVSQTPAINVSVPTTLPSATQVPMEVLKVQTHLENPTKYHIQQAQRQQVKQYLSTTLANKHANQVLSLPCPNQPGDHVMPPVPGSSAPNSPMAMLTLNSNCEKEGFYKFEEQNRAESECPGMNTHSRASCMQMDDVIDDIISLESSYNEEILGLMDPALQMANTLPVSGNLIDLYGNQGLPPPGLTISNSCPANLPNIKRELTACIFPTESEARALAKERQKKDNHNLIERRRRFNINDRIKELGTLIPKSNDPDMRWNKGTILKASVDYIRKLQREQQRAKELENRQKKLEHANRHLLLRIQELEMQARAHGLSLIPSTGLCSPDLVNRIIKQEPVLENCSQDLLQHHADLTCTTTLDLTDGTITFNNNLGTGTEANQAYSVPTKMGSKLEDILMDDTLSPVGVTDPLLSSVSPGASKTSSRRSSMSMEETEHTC
# FBW7 activator: activators of human E3 ligase FBW7; AlphaScreen FBW7–phospho-cyclin E peptide binding, activator screen; normalized activity (activation), % at 26.1 µM; hit rate 0.13% among 650,000; AID 1259310; in the data active = normalized activity above about 1.9%;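 also: purified mutant Fbw7 with reduced substrate affinity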
# GPR151 activ: activators of human GPR151 | PathHunter beta-arrestin GPR151 cells, luminescence | Q8TDV0 | activation, % at 11.2 µM | hit rate 1% among 650,000; in the data active = activation above about 4.9%;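 also: 0% = median of compound wells and 100% = cells with positive control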
# Target sequence (Q8TDV0 whole entry, looked up): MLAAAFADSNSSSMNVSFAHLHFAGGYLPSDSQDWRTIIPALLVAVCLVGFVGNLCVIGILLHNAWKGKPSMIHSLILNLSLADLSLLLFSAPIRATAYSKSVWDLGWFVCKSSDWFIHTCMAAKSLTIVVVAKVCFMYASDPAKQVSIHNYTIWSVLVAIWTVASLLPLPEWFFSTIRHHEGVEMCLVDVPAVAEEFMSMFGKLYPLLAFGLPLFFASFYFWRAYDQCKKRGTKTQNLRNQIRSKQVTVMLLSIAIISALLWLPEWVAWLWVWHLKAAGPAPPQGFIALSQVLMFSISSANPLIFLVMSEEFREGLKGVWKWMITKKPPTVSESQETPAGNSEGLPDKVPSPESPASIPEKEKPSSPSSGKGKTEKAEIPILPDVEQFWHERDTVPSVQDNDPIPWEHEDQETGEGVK
# * hit, by the source's call.
SMILES,TEAD-YAP inh,MITF inh,FBW7 activator,GPR151 activ
Cc1cccc(N2CCN(C(=O)c3cccc([N+](=O)[O-])c3)CC2)c1C,12,21,0.0,0.5
CCSc1nnc2c(n1)OC(c1ccc(CC)cc1)Nc1ccccc1-2 (stereo unspecified),-10,-2,0.6,0.0
Cc1ccccc1N=c1oc2ccc([N+](=O)[O-])cc2cc1C(N)=O,9,-2,0.5,-1.3
Oc1ccc(O)c(Sc2nnnn2-c2ccccc2)c1,5,0,-0.1,1.7
COc1ccc(C(=O)NNC(=O)COc2ccc([N+](=O)[O-])cc2)cc1OC,1,9,0.2,-2.2
O=C(CSc1cn(Cc2ccc(F)cc2)c2ccccc12)Nc1nccs1,-12,-5,-0.2,-0.9
Cc1onc(-c2ccccc2)c1C(=O)NCC1Cc2cc(-c3cncnc3)cc(Cl)c2O1 (stereo unspecified),-3,6,0.1,0.8
COc1cc(C(=O)/C=C/Nc2ccc(C(=O)O)cc2)cc(OC)c1OC,-3,-8,0.2,-0.2
O=C(CSc1ncccc1C(=O)NCc1ccccc1Cl)Nc1ccc(Br)cc1,0,14,0.0,0.1
O=C(Nc1cc(C(=O)N2CCN(c3ccc([N+](=O)[O-])cc3)CC2)ccc1N1CC2CC(C1)c1cccc(=O)n1C2)c1cccnc1 (stereo unspecified),-9,22,0.1,0.0
CCOC(=O)c1cc(S(=O)(=O)N2CCN(C(=O)OCC)CC2)cn1C,-1,5,-0.1,-0.5
CC(=O)Cc1nsc(Nc2cccc(Cl)c2C)n1,-28,13,0.6,2.8
O=S(=O)(Nc1ncccn1)c1ccc(-n2cccc2)cc1,-7,40,-0.2,-0.4
COc1ccc(CN2CCC(C(N)=O)CC2)c(C)c1C,5,-7,0.0,-0.5
O=C1CSC(c2cccc3ccccc23)N1c1cccc(C(F)(F)F)c1 (stereo unspecified),-5,-6,0.0,0.1
O=C(Nc1ccc(F)c(F)c1)c1cc(S(=O)(=O)NCCc2ccccc2)ccc1F,8,-3,-0.1,-1.1
O=C(c1ccncc1)N1CC[C@@H]2[C@H](CCCN2C(=O)c2ccccc2C(F)(F)F)C1,-5,-6,-0.1,0.2
O=C(CCC(=O)N1CCOCCOCCN(C(=O)CCC(=O)OCc2ccccc2)CCOCC1)OCc1ccccc1,-4,-7,0.1,-0.6
COC1CCCC(C(=O)N2CCC(O)(c3cccnc3)CC2)C1 (stereo unspecified),7,0,0.0,-0.4
O=C(N/C(=C\c1cccs1)C(=O)N1CCC(N2CCCCC2)CC1)c1ccccc1,-1,6,-0.1,-0.3

# Part of the list above in order of SMILES length, falling.
SMILES,TEAD-YAP inh,MITF inh,FBW7 activator,GPR151 activ
O=C(CSc1ncccc1C(=O)NCc1ccccc1Cl)Nc1ccc(Br)cc1,0,14,0.0,0.1
COC1CCCC(C(=O)N2CCC(O)(c3cccnc3)CC2)C1 (stereo unspecified),7,0,0.0,-0.4
CC(=O)Cc1nsc(Nc2cccc(Cl)c2C)n1,-28,13,0.6,2.8

# More structures:
SMILES,TEAD-YAP inh,MITF inh,FBW7 activator,GPR151 activ
O=C(CN1C(=O)C2C3C=CC(C4CC34)C2C1=O)Oc1ccc(-c2ccccc2)cc1 (stereo unspecified),0,2,0.3,1.8
CN(C(=O)c1cc2nc(-c3ccc(Br)cc3)cc(C(F)(F)F)n2n1)C1CCCCC1,-1,4,0.1,0.0
O=C(Nc1ccccc1)O/N=C\c1ccncc1,6,11,0.3,2.0
COc1ccc(-n2c3c(c(=O)[nH]c2=O)C(C(F)(F)F)(C(F)(F)F)N=C(C)N3)cc1,6,6,0.3,0.7
COc1ccc(N2CCN(C(=O)CSc3nc4[nH]ncc4c(=O)n3-c3ccc(Cl)cc3)CC2)cc1,16,11,0.0,1.9
Cc1ccc(Cl)cc1N(CC(=O)NC1CC1)S(C)(=O)=O,0,-7,0.0,1.3
O=C1N[C@@H](Cc2cnc[nH]2)C(=O)N2CCN(C(=O)NCc3ccccc3)C[C@H]12,11,13,0.1,-0.3
Cc1ccccc1-c1nsc(SCC(=O)NCc2ccc3c(c2)OCO3)n1,-10,4,-0.1,0.8
NC(=O)C1CCN(C(=O)c2nc(Cl)c(Cl)c(Cl)c2Cl)CC1,-5,-2,0.1,2.5
c1ccc(C(CCNc2ncnc3nc[nH]c23)c2ccccc2)cc1,1,2,-0.1,0.0
Cc1cc(=O)oc2cc(NC(=O)c3cccc(S(=O)(=O)N4CCCC4)c3)ccc12,-4,16,0.0,-0.3
Cc1cccc(C)c1NC(=O)C(=O)NCCc1ccc(F)cc1,-6,-7,0.0,6.4*
Cc1sc(NC(=O)c2ccncc2)nc1-c1ccc(Cl)cc1,-8,13,0.0,-0.5
CCOC(=O)c1ccccc1NC(=O)CSCc1ccccc1,4,-1,0.0,1.7
CC(=O)CC(=O)c1ccc(Br)cc1,9,-2,0.1,1.5
O=C(COc1ccc(Cl)cc1Cl)Nn1c(-c2ccc(Br)cc2)nc2ccccc2c1=O,2,-6,0.1,0.0
O=C(Nc1ccc(F)c(Cl)c1)C1CCN(C(=O)c2ccc([N+](=O)[O-])cc2)CC1,2,-2,-0.1,-2.2
FC(F)(F)COc1nc(OCC(F)(F)F)nc(N2CCN(c3ccccc3)CC2)n1,-6,-8,0.0,-0.1
Cc1cc(NC(=O)c2ccc3c(c2)C(=O)N(C(C)(C)C)C3=O)no1,-3,1,-0.1,-0.8
CCC1CN(CC(O)CO)Cc2ccc(Cl)cc2O1 (stereo unspecified),-2,24,0.1,3.0

# Overlap with the part before: 2 compounds; new compounds follow.
SMILES,TEAD-YAP inh,MITF inh,FBW7 activator,GPR151 activ
Cc1cc(NC(=O)c2ccc3c(c2)C(=O)N(C(C)(C)C)C3=O)no1,-3,1,-0.1,-0.8
CCC1CN(CC(O)CO)Cc2ccc(Cl)cc2O1 (stereo unspecified),-2,24,0.1,3.0
C=CCn1c(C)cn2c3c(=O)n(CC(C)=O)c(=O)n(C)c3nc12,-9,10,0.1,-1.2
COc1ccccc1C1(C)CCc2oc3ccccc3c2-c2oc(C)cc21 (stereo unspecified),3,0,-0.1,-0.2
O=S(=O)(NCC(c1cccnc1)N1CCN(c2ccccc2)CC1)c1ccc(F)cc1 (stereo unspecified),-11,-16,-0.3,-1.4
CCCCC(=O)Nc1cccc(C(=O)N/N=C/c2ccc(OC)cc2OC)c1,4,1,0.0,0.0
CCn1cc(CN2CCC(n3nccc3NC(=O)Nc3cccc(F)c3)CC2)cn1,9,-5,0.0,-0.4
COc1ccc(-n2nc(C(=O)NCC(=O)N3CCN(c4ccc(F)cc4)CC3)c3ccccc3c2=O)cc1,3,2,0.0,-0.5
Cc1cccc(OCc2nc(C#N)c(NCCN(C)C)o2)c1,5,9,0.0,-0.2
Cc1ccc(SCC(=O)Nc2cc(C)on2)cc1,-10,19,-0.1,-0.5
CN1CCN(C(=S)c2ccc(F)cc2)CC1,-1,10,1.2,-2.6
Cc1nc2ccc(C(=O)N3CCOc4ccc(C(C)(O)CN(C)C)cc4C3)cc2nc1C (stereo unspecified),7,4,0.3,-1.5
Cc1cc(NC(=O)C(=O)NCc2cccnc2)ccc1Br,-1,18,0.4,0.0
COc1ccc(N2CCN(C(=O)c3ccc(S(=O)(=O)Cc4ccccc4C)c([N+](=O)[O-])c3)CC2)cc1,9,14,0.5,1.2
COc1ccc(-n2nnc(C(=O)N(C)c3ccccc3)c2N)cc1,-34,-3,-0.4,0.1
Cc1cc(N2C(=O)c3cccc([N+](=O)[O-])c3C2=O)ccc1Br,9,4,0.3,0.0
O=C(Nc1ccc(Cl)c(NC(=O)c2ccccc2)c1)c1ccc2ccccc2c1,2,-5,-0.1,0.5
N#CC1=C(N)OC(c2ccccc2)=C(n2nnnc2N)C1c1cccnc1 (stereo unspecified),-3,-5,0.0,1.0
OC(c1nnc(-c2ccccc2)o1)c1ccc(Cl)cc1Cl (stereo unspecified),10,4,0.2,-1.1
COc1ccc(C(=O)Nc2cccc(-c3nc4cc(C)cc(C)c4o3)c2)cc1Cl,-2,-2,0.2,-0.1
CC(C)c1ccc(NC(=O)C2C3C=CC4(O3)C2C(=O)N(C(C)C)C4C(=O)NC2CCCCC2C)cc1 (stereo unspecified),3,18,0.4,0.0
O=C(Nc1ccccc1Oc1ccccc1)c1cccc(N2C(=O)CCC2=O)c1,2,1,0.0,-1.0

# Some entries already given, reduced to TEAD-YAP inh and GPR151 activ:
Molecule	TEAD-YAP inh	GPR151 activ
O=C(Nc1ccc(Cl)c(NC(=O)c2ccccc2)c1)c1ccc2ccccc2c1	2	0.5
N#CC1=C(N)OC(c2ccccc2)=C(n2nnnc2N)C1c1cccnc1 (stereo unspecified)	-3	1.0
OC(c1nnc(-c2ccccc2)o1)c1ccc(Cl)cc1Cl (stereo unspecified)	10	-1.1
COc1ccc(C(=O)Nc2cccc(-c3nc4cc(C)cc(C)c4o3)c2)cc1Cl	-2	-0.1
CC(C)c1ccc(NC(=O)C2C3C=CC4(O3)C2C(=O)N(C(C)C)C4C(=O)NC2CCCCC2C)cc1 (stereo unspecified)	3	0.0
O=C(Nc1ccccc1Oc1ccccc1)c1cccc(N2C(=O)CCC2=O)c1	2	-1.0

# Remaining list, next part:
SMILES,TEAD-YAP inh,MITF inh,FBW7 activator,GPR151 activ
Cc1ccc(N(C(C)C(=O)NCc2cccnc2)S(C)(=O)=O)cc1 (stereo unspecified),5,-12,0.0,1.2
CNC(=O)c1ccc(-c2ccc3[nH]ccc3c2)nc1NCC1CC1,1,6,-0.1,-0.5
Cc1c(C(=O)N(C)C2CCCCC2)sc2ncn(CC(=O)N3CC(C)CC(C)C3)c(=O)c12 (stereo unspecified),9,13,0.5,-1.9
O=c1[nH]c(/C=C2\C=Nc3ccccc32)c(O)n1Cc1ccc(Br)cc1,11,-8,-0.1,-0.8
Cc1csc(SCc2cc(=O)c(OC(=O)c3ccccc3F)co2)n1,-7,-7,-0.2,-1.5
O=S(=O)(Sc1nc2ccccc2[nH]1)c1nc2ccccc2[nH]1,16,6,0.0,-1.8
O=C(O)C1CC1C(=O)Nc1cc(F)cc(F)c1 (stereo unspecified),-3,-2,-0.1,1.9
CCNS(=O)(=O)c1ccc(CCC(=O)NC2CCCC2)cc1,-3,3,0.1,3.1
Cc1ccc(OC(=O)c2cccc(S(=O)(=O)N3CCC(C)CC3)c2)cc1C,7,10,0.0,0.7
CC(=O)Nc1ccc(OC(=O)/C=C/c2ccc([N+](=O)[O-])cc2)cc1,0,7,-0.1,0.9
Nc1ccc2c(c1)OCCOCCOCCOCCOCCO2,6,-9,-0.1,-1.1
COc1ccc(/C=C/C(=O)NCC2Cc3cc(F)cc(-c4nc(C)cnc4C)c3O2)cc1 (stereo unspecified),4,-21,-0.2,-1.0
O=C1CCCN2N=C(SCC(=O)N3CCCCCC3)SC2=N1,1,6,0.1,-0.1
Cc1cc(Cl)ccc1OCC(=O)Nc1sc2c(c1C#N)CCC2,-2,11,-0.1,1.9
COc1ccc(C2CC(=O)N(CC(=O)Nc3ccc(C)cc3C)c3ccccc3S2)cc1OC (stereo unspecified),-3,8,0.0,-1.2
Cn1c(=O)c2ccccc2n2c(SCC(=O)NCc3ccc4c(c3)OCO4)nnc12,5,2,0.1,0.2
CCN1C(=O)/C(=C/c2nc3ccccc3c(=O)n2-c2ccc(OC)cc2)c2ccccc21,9,-9,-0.1,-0.9
O=C(COCc1cc(-c2ccc(F)cc2)on1)Nc1cc(Cl)ccc1O,-2,-1,0.1,-0.3
Cc1c(Cl)c(C)c(C2=NON3N(C(=O)Nc4ccccc4)c4ccccc4N23)c(C)c1Cl,-26,16,0.2,-0.4

# Taken from above.
# For TEAD-YAP inh, COC1CCCC(C(=O)N2CCC(O)(c3cccnc3)CC2)C1 (stereo unspecified) shows 7
# For MITF inh, Cc1ccccc1N=c1oc2ccc([N+](=O)[O-])cc2cc1C(N)=O shows -2
# For MITF inh, NC(=O)C1CCN(C(=O)c2nc(Cl)c(Cl)c(Cl)c2Cl)CC1 shows -2
# For MITF inh, CC(=O)Cc1nsc(Nc2cccc(Cl)c2C)n1 shows 13

# Compounds as they come; any-hit rate near 3.4%.
